# High-throughput results deposited in PubChem by Sanford-Burnham Center for Chemical Genomics.
# ER stress death: ER stress cell death inhibition; AID 1010; 48,000 compounds, 0.33% hits; relative survival (cellular ATP), % at 15 µg/mL (by protocol); CSM14.1 thapsigargin ER stress survival, ATP luminescence;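 active means survival measured by cellular ATP above 50% at 15 µg/ml in the first screen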;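 further: cell death triggered by about 15 µM thapsigargin; ATP read 24 h after thapsigargin was added; plate controls were thapsigargin with DMSO for no effect and DMSO without thapsigargin for full effect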
# * hit, by the source's call. This is a subset, so the mix of outcomes need not match the whole.
SMILES,ER stress death
CC(C)C(=O)Nc1ccc(Oc2ccc(C(=O)O)c(C(=O)O)c2)cc1,0
Cc1ccc(NC(=O)c2ccc(-c3ccccc3)cc2)cc1F,7
Cc1ccc([N+](=O)[O-])cc1NC(=O)c1ccccc1C(=O)O,0
Cc1cc(Br)ccc1NCN1C(=O)S/C(=C/c2ccc3c(c2)OCO3)C1=O,7
Cc1ccc(-c2nc3ccccc3o2)cc1NC(=O)c1ccccc1Br,3
Cc1ccc(NC(=O)c2ccco2)cc1Br,-6
Cc1ccc2c(c1)NC(C)(C)c1sn(-c3ccc(Cl)c(F)c3)c(=S)c1-2,5
O=C(Nc1ccccc1C(=O)Nc1ccccn1)c1ccccc1Cl,11
O=C(/C=C/c1ccccc1)Nc1ccc2ccccc2n1,-3
CCOC(=O)C1=NNC(C(=O)c2ccccc2)C1c1cccc(Br)c1 (stereo not drawn),-1
CC(=O)c1ccc(NC(=O)c2ccc(-c3cccc(Cl)c3)o2)cc1,4
Cc1ccsc1-c1ncnn1-c1sc2c(c1C#N)CCCC2,2
COc1cc(/C=C2\SC(=S)NC2=O)ccc1OCC(=O)O,2
COc1ccc2ccccc2c1/C=C1\SC(=S)N(c2ccccc2)C1=O,13
COc1cc(C(=O)N/N=C/c2ccsc2C)cc(OC)c1OC,-4
CCOC(=O)c1c(C)[nH]c(/C=C(\C#N)C(=N)N2CCOCC2)c1O,-4
Cc1ccccc1OCCSc1nc2ccccc2n1CCO,1
O=C1CC(c2ccccc2Cl)CC2=C1C(c1ccsc1)Nc1ccccc1N2 (stereo not drawn),3
C=CCN1C(=O)/C(=C\c2ccc(-c3ccc(F)cc3)o2)C(=O)NC1=S,3
CCc1ccc(CN2CCN(C(=O)c3ccco3)CC2)cc1,8
Cc1cc(C)nc(NS(=O)(=O)c2ccc(NC(=O)CSc3nc(C)cc(C)n3)cc2)n1,2
CCOC(=O)C1=C(C)N=c2s/c(=C\c3cc(OC)ccc3OC)c(=O)n2C1c1ccc(OC)c(OC)c1 (stereo not drawn),8
Cc1ccc(C(=O)CCNc2ccc(F)cc2)o1,3
COc1ccc(-c2cc(C(F)(F)F)n3nc(-c4ccccc4)cc3n2)cc1,8
Cc1ccc(-c2cc(C(F)(F)F)n3ncnc3n2)cc1,4
O=[N+]([O-])c1ccc(S(=O)(=O)N/N=C/c2ccc3c(c2)OCO3)cc1,4
COc1ccccc1C1CC(=O)NC(SCc2ccccc2)=C1C#N (stereo not drawn),7
C/C(CC(O)c1ccc2ccccc2n1)=N\O (stereo not drawn),1
CCC(C)C(=O)N1c2cc(C)ccc2-c2c(ssc2=S)C1(C)C (stereo not drawn),6
Cc1csc(NC(=O)c2c(O)c3ccccc3[nH]c2=O)n1,7
COc1ccc(C(=O)SC2=NCCS2)cc1,8
O=C(Nc1ccc(O)c(-c2nc3ccccc3s2)c1)c1cc2ccccc2o1,-2
CC(C)C(=O)O/N=C(\N)c1ccncc1,11
CC(=O)N1CCN(c2ccc(NC(=O)c3cccc(Br)c3)cc2)CC1,1
COc1cc(F)ccc1S(=O)(=O)n1cnc2cc([N+](=O)[O-])ccc21,4
CCc1ccc(N2C(=O)/C(=C/c3ccc(I)o3)C(=O)NC2=S)cc1,0
CC(=O)Oc1ccc2occ(C(=O)c3ccc(C)cc3)c2c1,-6
COC(=O)c1c(NC(=O)c2cccc(F)c2)sc(C)c1C,4
COc1ccc(N2C(=O)/C(=C\c3ccc(O)c([N+](=O)[O-])c3)SC2=S)cc1,9
O=C(NN=C1CCCC1)C(O)(c1ccccc1)c1ccccc1,11
CCOC(=O)c1ccc(N2NC(=O)/C(=C/c3ccc(Cl)c([N+](=O)[O-])c3)C2=O)cc1,1
Cc1cc2c(cc1Br)NC(=O)C2=O,6
O=S(=O)(c1ccc(Br)cc1)N1CCN(c2ccccc2Cl)CC1,14
CC(C)Oc1nnc(-c2ccccc2)c2ccccc12,4
CC1=C(C(=O)Nc2ccc(Br)cc2)C(c2ccc(O)cc2)NC(=S)N1 (stereo not drawn),-3
CCOc1ccccc1-c1nc(=S)[nH][nH]1,5
Cc1ccc(C(=O)Nc2ccccc2C(=O)N2CCC(Cc3ccccc3)CC2)cc1,5
O=C(COc1ccc(Cl)cc1)Nc1ccc(F)c([N+](=O)[O-])c1,7
CC12OC3(CCCCC3)C(C)(OC13CCCCC3)O2,-2
O=C(Nc1nc2ccccc2s1)c1ccc(Oc2ccc([N+](=O)[O-])cc2)cc1,3

# Carrying on:
SMILES,ER stress death
N/C(=N\OC(=O)Cc1ccc(-c2ccccc2)cc1)c1ccccn1,-2
O=C(Cc1ccccc1)Nc1ccc(-c2nnc(-c3ccco3)o2)cc1,1
O=C1C(=O)N(c2ccccc2Br)C(=O)N1c1cccc(Cl)c1,-5
CCC12CC3CC(C1)CC(C(=O)N/N=C1/CN4CCC1CC4)(C3)C2,0
COc1ccccc1OCCOc1ccccc1/C=C1/SC(=S)N(C)C1=O,8
CCOC(=O)C1=C(O)/C(=C/c2ccc(OC)c(OC)c2)SC1=Nc1ccc(Cl)cc1,-2
CCN(CC)c1nc2n(c(=O)n1)CCO2,9
Cc1ccc(OCC(=O)N2CCCCC2)c(Br)c1,17
O=C(Nc1nc(-c2ccc(Cl)cc2)cs1)c1cccc(Cl)c1,1
COc1ccc(Cl)cc1NC(=O)C(=O)NCc1ccncc1,4
O=C1OC(c2ccccc2Br)=N/C1=C\c1cccs1,3
COc1ccc(/C=C/C(=O)C(C)(C)O)cc1,-17
CN(C)c1cc(N/N=C/c2ccccc2O)nc(N(C)C)n1,11
CC(C)(C)c1ccccc1OCC(O)CN1CCN(Cc2ccccc2)CC1 (stereo not drawn),-4
O=C(CSc1nnnn1-c1ccccc1)Nc1ccc([N+](=O)[O-])cc1,1
CC(=O)Nc1ccccc1NC(=O)COc1ccc(C)cc1,-2
CCn1c(=O)c(C(=O)Nc2ccccc2O)c(O)c2ccccc21,8
Cc1cc(C)n(S(=O)(=O)c2cccc(Cl)c2Cl)n1,10
O=C1SC(Nc2ccc(I)cc2)C(=O)N1c1ccccc1 (stereo not drawn),17
COc1ccc(CCNc2cc(N3CCN(S(C)(=O)=O)CC3)ccc2[N+](=O)[O-])cc1OC,-3
Cc1ccc(C)c(NC(=O)CN(c2ccc(C)c(Cl)c2)S(C)(=O)=O)c1,9
COc1cc(OC)cc(C(=O)Nc2ccc(C(N)=O)cc2)c1,2
COc1ccc(-c2cc(C(=O)Nc3ccccn3)c3ccccc3n2)cc1OC,7
Cc1ccc(NCC(=O)N/N=C\c2ccc[nH]2)cc1,11
CC1(C)Cc2c(sc3nc(SCCOc4ccccc4)n(-c4ccccc4)c(=O)c23)CO1,3
COCCOC(=O)c1c(C)oc2ccc(OC/C=C/c3ccccc3)cc12,0
COCCNC(=O)C(C)Sc1ccc(Cl)cc1 (stereo not drawn),3
CCOC(=O)c1c(NC(=O)C2CCCCC2)sc(C(=O)N(CC)CC)c1C,20
CCN(CC)C(=S)SC1CC(=O)N(c2ccccc2)C1=O (stereo not drawn),-13
COc1ccc(-c2cc(C(F)(F)F)n3ncc(C(=O)N4CCN(Cc5ccccc5)CC4)c3n2)cc1,12
Cc1cc(Cl)ccc1OC(C)C(=O)Nc1c(Cl)cccc1Cl (stereo not drawn),-1
Cc1ccc(Nc2cc(C)c3ccccc3n2)c(C)c1,-9
CCOC(=O)c1c(NC(=O)COc2ccc(Cl)cc2)sc(C(=O)Nc2ccc(OC)cc2OC)c1C,2
Cc1ccc(/C=C2\SC(=O)N(CCC(=O)NNC(=O)c3cccc(Cl)c3)C2=O)cc1,5
O=C1CNC(=O)c2c(ncn2Cc2ccccc2)N1,7
C=CCCCC(=O)Nc1ccc(-c2ccc(NC(=O)CCCC=C)cc2)cc1,4
CC(C)C(=O)NC(=S)N1CCOCC1,5
OC(CNCC1CCCO1)Cn1c2ccc(Br)cc2c2cc(Br)ccc21 (stereo not drawn),-6
Cc1cccc(NC(=O)CCCOc2ccccc2)c1,2
NS(=O)(=O)c1ccc(-c2ccc(/C=N/Nc3ccccc3)o2)cc1,2
CCOC(=O)C1C(=O)CC(C)(O)C(C(=O)OCC)C1c1cccc(Cl)c1 (stereo not drawn),-3
O=C(Nc1ccc(N2CCOCC2)cc1)c1ccc(F)cc1,1
O=C(Nc1cc2cc(Cl)ccc2oc1=O)c1ccccc1,-6
COc1ccc(/C=N\N2CCN(c3ccccc3)CC2)c(OC)c1OC,2
CC(=O)Nc1ccc(NS(=O)(=O)c2ccc(NC(C)=O)cc2)cc1,1
COc1ccc(N=Cc2c(O)n(-c3ccccc3F)c(=O)[nH]c2=O)c(OC)c1,7
CC(=O)Nc1cc(-c2ccc(Cl)cc2)[nH]n1,-4
O=[N+]([O-])c1ccc(OC(CNS(=O)(=O)c2ccc(Cl)cc2)c2ccccc2)cc1 (stereo not drawn),9
COc1cc(C(=O)Nc2ncc3c(n2)CC(C)(C)CC3=O)cc(OC)c1OC,6
CC1=NC2(CCCc3c2no[n+]3[O-])N(O)C1(C)C (stereo not drawn),7

# Remaining list, next part.
SMILES,ER stress death
CCOC(=O)c1ccc(N2NC(=O)/C(=C/c3cc(OC)c(OC)cc3Br)C2=O)cc1,0
Cc1ccc(-c2cc(C(=O)N3CCC(Cc4ccccc4)CC3)c3ccccc3n2)o1,-1
CCN(CC)C(=Nc1ccccc1)n1cncn1,9
COc1ccccc1C1/C(=C(\O)c2ccc(F)cc2)C(=O)C(=O)N1CCCCCC(=O)O (stereo not drawn),-4
O=C1OC2C=CC(Br)=CC2C=C1C(=O)N1CCSC1c1ccc2c3c(cccc13)CC2 (stereo not drawn),4
CC1=C(C(=O)Nc2ccc(Cl)cc2)C(c2ccccc2Br)NC(=O)N1 (stereo not drawn),-6
O=c1[nH]c(O)c(C=Nc2ccc(F)c(F)c2)c(=O)[nH]1,12
O=C1C(=O)N(CCc2ccccc2)c2ccc(Br)cc21,7
COC(=O)c1c(C)oc2ccc(NS(=O)(=O)c3ccc(Cl)cc3)cc12,5
C=COCCNC(=O)C(=O)Nc1c(C)cccc1C,7
COc1cc(C(=O)NN2C(=O)/C(=C/c3ccc(OC)c(OC)c3)SC2=S)ccc1O,2
Cc1nc2ccccc2nc1-c1ccc([N+](=O)[O-])cc1,8
O=C(O)c1ccc(NC(=O)c2ccc(Br)cc2)cc1,4
CCOC(=O)c1cnn(-c2ccccc2)c1NC(=O)c1ccccc1,3
Cc1oc(C(C)(C)C)cc1C(=O)Nc1ccc(N(C)C)cc1,2
Cc1cccc(NC(=O)C2C3C=CC(C4CC34)C2C(=O)O)c1C (stereo not drawn),2
COc1cccc(OC)c1C(=O)NNC(=O)c1ccc(F)cc1,8
CC(=O)Oc1ccc(C(=O)Nc2cccc(C(=O)O)c2C)cc1,8
COc1cc(/C=C2\SC(=S)N(C)C2=O)ccc1OC(=O)c1sc2cc(C)ccc2c1Cl,-3
c1ccc(-c2nnc(N3CCOCC3)c3ccccc23)cc1,0
CCOc1ccc(/C=N/NC(=O)c2ccccc2O)cc1,2
O=C(Nc1ccc(Br)cc1)Nc1cccc(Cl)c1,10
CC(=O)C1=C(c2ccccc2)C(=O)c2ccccc2C1=O,7
O=C1C=CC(=O)N1c1cccc([N+](=O)[O-])c1,3
O=C(/C=C/c1ccco1)N1CCN(c2ccc(F)cc2)CC1,2
C=CCOc1cccc(/C=N/NC(=O)C(=O)NCc2cccnc2)c1,4
CCc1nnc(NS(=O)(=O)c2ccc(N/C=C\C(=O)c3ccc4c(c3)OCO4)cc2)s1,11
Cc1ccnc(NC(=O)COc2ccc(Cl)c(C)c2)c1,-4
Cc1cc(C)cc(NC(=O)COc2ccc(Cl)cc2C)c1,0
Cc1nc2sccn2c1C(=O)NN=C1CCCCC1,9
Cc1cc(=O)[nH]c(N/N=C/c2ccccc2[N+](=O)[O-])n1,-3
Cc1ccc(N2NC(=O)/C(=C/c3ccc(-c4ccc(S(N)(=O)=O)cc4)o3)C2=O)cc1,1
CCOc1cc(/C=C2/SC(=S)N(C)C2=O)ccc1OCCOc1ccc(C(C)(C)C)cc1,16
CCOc1ccc(N2C(=O)S/C(=C\c3ccc(C)o3)C2=O)cc1,5
CC(C)c1ccc(/C=N/NS(=O)(=O)c2ccccc2)cc1,4
N#Cc1ccccc1NC(=O)COc1ccccc1,3
O=C(Nc1ccc2c(c1Cl)C(=O)c1ccccc1C2=O)c1ccccc1,3
COC(=O)c1ccc(OCC(=O)Nc2nc3c(s2)CCCC3)cc1,0
CC(C)c1ccc(NC(=O)C(=O)NCCCN2CCOCC2)cc1,1
Cc1cccc(N2C(=O)C(Cl)=C(Nc3ccc(C)c(Cl)c3)C2=O)c1,9
O=C(/C=C/c1ccco1)Nc1ccc(C(=O)Nc2nccs2)cc1,-2
CN(C)c1ccc2c(=O)[nH][nH]c(=O)c2c1,1
CCOc1ccc(N2C(=O)/C(=C/c3cccc(Br)c3)SC2=S)cc1,12
COC(=O)c1cc(C(=O)Nc2cccc(Br)c2)cc([N+](=O)[O-])c1,4
